Screens (PubChem BioAssay)
Neddyl block = inhibitors of human cullin neddylation; P61081+Q13564; TR-FRET cullin neddylation, biochemical; calls only at 25 µM; 0.58% of 360,000 active; AID 651699; in the data active means inhibition above about 36%
SKN-1 inh = inhibitors of C. elegans SKN-1; C. elegans VP596 Pgst-4::GFP/RFP ratio, acrylamide-induced, 24 h; inhibition, % at 21.8 µM; 0.49% of 360,000 active; AID 624304;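 active means interference check ratio from 0.5 to 1.5 plus GFP to RFP signal ratio inhibition reaching or exceeding a fixed threshold, cut at about 30% in these data, passing the limit was not always enough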; further: some compounds called inactive have numbers as strong as hits
bovine MsrA act = activators of bovine methionine sulfoxide reductase A | purified bovine MsrA, absorbance read-out | activation, % at 10.6 µM | 0.3% of 360,000 active | AID 602163; in the data active means activation above about 7.5%;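 further: 0% = vehicle and 100% = reference activator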
E coli Lon inh = inhibitors of E. coli Lon protease. P0A9M0. purified E. coli Lon protease, fluorescence polarization. inhibition, % at 7.94 µM. 0.42% of 360,000 active; in the data active means inhibition above about 13%, passing the limit was not always enough;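 further: 0% = enzyme with probe and DMSO and 100% = no enzyme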
Target sequence (P0A9M0 whole entry, looked up): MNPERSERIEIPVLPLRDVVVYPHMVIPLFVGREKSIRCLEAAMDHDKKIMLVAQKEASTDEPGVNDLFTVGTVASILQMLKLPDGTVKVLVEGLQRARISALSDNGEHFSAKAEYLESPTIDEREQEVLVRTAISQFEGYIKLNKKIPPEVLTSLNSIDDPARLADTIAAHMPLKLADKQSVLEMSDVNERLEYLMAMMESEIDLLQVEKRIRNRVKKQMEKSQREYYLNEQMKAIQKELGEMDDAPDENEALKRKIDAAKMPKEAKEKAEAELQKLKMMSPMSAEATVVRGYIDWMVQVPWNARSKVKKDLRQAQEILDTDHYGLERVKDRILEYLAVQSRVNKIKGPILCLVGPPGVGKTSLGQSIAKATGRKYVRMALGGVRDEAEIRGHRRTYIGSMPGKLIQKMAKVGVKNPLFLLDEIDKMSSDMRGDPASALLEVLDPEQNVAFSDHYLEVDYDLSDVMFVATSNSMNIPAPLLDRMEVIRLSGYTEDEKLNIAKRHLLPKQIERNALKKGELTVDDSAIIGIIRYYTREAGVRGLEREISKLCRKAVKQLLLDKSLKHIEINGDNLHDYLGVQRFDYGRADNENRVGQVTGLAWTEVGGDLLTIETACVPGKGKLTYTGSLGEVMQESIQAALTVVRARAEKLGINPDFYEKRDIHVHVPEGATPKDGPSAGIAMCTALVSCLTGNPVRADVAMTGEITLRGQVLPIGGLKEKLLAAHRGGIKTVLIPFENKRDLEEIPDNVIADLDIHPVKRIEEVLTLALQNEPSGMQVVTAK
CendR NRP1 mod = alters CendR peptide binding to human NRP-1. O14786. FAM-RPARPAR peptide binding to NRP-1, fluorescence polarization. inhibition, % at 25 µM. 0.85% of 360,000 active;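 active means inhibition or corrected inhibition above about 18%, plus a signal ratio from 0.5 to 1.5, limit read from the data, passing the limit was not always enough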; further: strong numbers were not always called active
PABP1 MLLE inh = inhibitors of microRNA-mediated deadenylation, human PABP1 MLLE binding | P11940 | GST-MLLE / FITC-PAM2 fluorescence polarization | inhibition, % at 20 µM | 0.36% of 360,000 active; in the data active means inhibition above about 35%, passing the limit was not always enough;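 further: plate controls were DMSO wells with GST-MLLE for no effect and wells lacking GST-MLLE protein for full effect; some results filed as inactive read as strong as hits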
Rin1-Abl PPI inh = inhibitors of human Rin1-Abl protein interaction; P00519+Q13671; TR-FRET Rin1/Abl binding, biochemical; inhibition, % at 7.35 µM; 0.4% of 360,000 active; AID 588664; in the data active means inhibition above about 5%, passing the limit was not always enough
MT1-MMP act inh = MT1-MMP (human) activation inhibition; GFP/RFP ratio change, % at 20 µM; 0.061% of 360,000 active; HT1080 RFP-PRO-GFP cells, GFP/RFP ratio fluorescence, overnight; percent of plate control window, DMSO zero; AID 651647; P50281;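 active means GFP/RFP ratio change of at least 30% with cell ATP level not reduced by more than half and red fluorescence within 50% of control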; further: strong numbers were not always called active
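Material: RFP-PRO-GFP reporter HT1080 cells. Dosing: single-point 20 µM compound, 1% DMSO. Controls: DMSO and RFP-L50D-GFP cell wells. Timing: cells overnight before dosing, compound overnight, 37 °C, 5% CO2. Measure: GFP/RFP fluorescence ratio.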
FAS-TE inh = blocks the thioesterase domain of human fatty acid synthase; P49327; recombinant FAS-TE, OMFH fluorogenic substrate, fluorescence endpoint; inhibition, % at 15 µM; 0.67% of 360,000 active; AID 602261;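 active means compounds whose normalised, plate-corrected inhibition of enzyme fluorescence in the single-dose primary screen is 50% or more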;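 further: 0% = DMSO with enzyme and 100% = substrate without enzyme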
Active calls of the source: *; i = inactive; · = not tested or not shown; & = joins results of further samples.

SMILES	Neddyl block	SKN-1 inh	bovine MsrA act	E coli Lon inh	CendR NRP1 mod	PABP1 MLLE inh	Rin1-Abl PPI inh	MT1-MMP act inh	FAS-TE inh
CN1CCN(c2ccc([N+](=O)[O-])cc2S(=O)(=O)N2CCOCC2)CC1	i	15	-2	-3	3	5	0	-4	-4
Cc1cc(C)n2nc(SCC(=O)NC(=O)c3ccccc3Cl)nc2n1	i	8	-3	4	1	1	2	2	-8
Cc1ccc(S(=O)(=O)N2CCN(C(=O)COC(=O)COc3ccc(Cl)cc3)CC2)c(C)c1	i	-19	-8	2	0	8	1	17	1
COCCCn1c(SCC(=O)NC2CCCC2)nnc1-c1ccncc1	i	10	0	11	4	1	1	-1	-2
COc1ccc(-n2cnnc2SCC(=O)NCc2cccs2)cc1	i	3	2	1	13	-10	0	0	-4
FC(F)(F)COc1nc(N/N=C/c2cccnc2)nc(N2CCCCC2c2ccccn2)n1 (stereo not drawn)	i	0	-5	-8	0	18	-5	-4	-1
COc1ccc2cc(CN(CCc3ccccc3)Cc3nnnn3CC3CCCO3)c(=O)[nH]c2c1 (stereo not drawn)	i	5	-4	-17	-11	9	1	-21	-7
Cc1cc(=O)[nH]c(SCC(=O)NNC(=O)Cc2ccccc2)n1	i	-10	-10	7	1	0	-3	-3	-6
O=C1N/C(=N/N=C/c2ccccc2)SC1(c1ccccc1)c1ccccc1	i	18	-3	-11	-6	2	1	6	4
CN1C(=O)C2C=CC1C1C(=O)N(c3ccccc3)C(=O)C21 (stereo not drawn)	i	10	-1	0	-5	-6	-2	1	-3
Nc1ccn([C@H]2C[C@H](O)[C@@H](CO)O2)c(=O)n1	i	66&1	-3&0	-3&-8	1&-3	4&-5	2&-1	0&4	-2&4
Cc1cc(OCCCC(=O)NNC(=O)c2ccncc2)ccc1Cl	i	-7	-5	1	23	11	-1	-6	-4
CC(C)(C)C(=O)Nc1ccccc1C(=O)NCCCn1ccnc1	i	13	-4	-3	0	8	1	-4	0
Cc1ccc(-c2nnc(CSc3nnc(COc4ccccc4)n3-c3ccc(C)cc3)o2)cc1	i	8	-11	-3	1	-13	4	-2	25
COc1ccc(N2CCN(S(=O)(=O)CCNC(=O)c3cccs3)CC2)cc1	i	1	-2	-10	-7	-4	1	0	-5
CN(C)CCCNC(NC(=O)/C=C/c1ccccc1)C(Cl)(Cl)Cl (stereo not drawn)	i	-2	-1	7	-1	11	-5	0	-4
Oc1ccccc1-c1cc(-c2ccccc2Cl)[nH]n1	i	6	-9	-5	-8	-2	3	4	-1
O=C(Nc1nnc(C2CC2)s1)c1cncc(Br)c1	i	-25	-3	4	-4	-3	2	9	-4
CN(C(=O)COC(=O)c1ccc(Br)c([N+](=O)[O-])c1)c1c(N)n(Cc2ccccc2)c(=O)[nH]c1=O	i	11	-2	3	-10	2	-2	1	12
O=C(CSc1nc2[nH]ncc2c(=O)[nH]1)NCCc1ccccc1	i	6	2	-2	2	0	2	-12	-12
C=C(C)C1CC=C(C)/C(=N/NC(=O)c2ccc(NC(=O)CCC)cc2)C1 (stereo not drawn)	i	-14	-5	-3	0	-2	-1	1	-1
CCN(c1ccccc1)S(=O)(=O)c1ccc(C(=O)Nc2nnc(-c3ccco3)o2)cc1	i	-7	-15	4	-4	1	3	2	2
CC1=CC(C)(C)NC(=S)N1c1ccc(N(C)C)cc1	i	3	-1	4	24*	7	3	2	-7
CN(c1ccccc1)S(=O)(=O)c1cccc(NC(=O)CSc2n[nH]c(N)n2)c1	i	15	0	4	10	10	1	1	-32
Oc1ccccc1-c1nc(N2CCN(Cc3ccccc3)CC2)c2ccccc2n1	i	4	-3	6	7	-2	-2	-7	23

(list continues)
SMILES	Neddyl block	SKN-1 inh	bovine MsrA act	E coli Lon inh	CendR NRP1 mod	PABP1 MLLE inh	Rin1-Abl PPI inh	MT1-MMP act inh	FAS-TE inh
NC(=O)CSc1oc(-c2cccs2)nc1S(=O)(=O)c1ccccc1	i	-8	1	-15	-16	-18	-2	-1	-3
O=S(=O)(c1ccccc1)N1CCN(Cc2ccccc2)c2ccccc21	i	10	-9	34*	0	5	3	-4	19
Cc1ccc(CN(N=Nc2nonc2N)c2nonc2N)c(C)c1	i	15	-2	0	-5	0	-6	7	14
Cc1ccc2nc(NCc3ccc(F)cc3)c3nncn3c2c1	i	-2	-2	-64	-13	-25	2	0	-1
COc1ccc(C2(C(=O)NCCc3ccccc3)CCCC2)cc1	i	0	-2	-5	18	3	2	0	6
CC(=O)c1cc(-c2ccccc2)n(CCC(=O)NC2CCCCC2)c1C	i	9	3	-6	1	-6	-2	2	-7
Cc1ccccc1C(=O)N1CCC(C(=O)OCc2ccccn2)CC1	i	3	-1	-3	5	4	1	-3	-7
CCOc1ccc(CCNS(=O)(=O)c2cnc[nH]2)cc1OCC	i	3	-4	3	7	-2	2	3	-14
O=C(Nc1cc(C(=O)N2CCN(c3ccccc3O)CC2)ccc1Cl)c1cccs1	i	7	-6	9	-10	-14	0	6	4
COc1cccc(N2CCN(c3ccc4nnc(CCC(=O)Nc5ccc(F)cc5F)n4n3)CC2)c1	i	-6	-4	1	-7	3	-1	1	5
CCCn1c(SCC(=O)Nc2cc(S(=O)(=O)N3CCOCC3)ccc2OC)n[nH]c1=O	i	3	-1	-9	-8	28	1	2	-15
CC(OC(=O)c1ccc(Cl)nc1)C(=O)NC1(C#N)CCCCC1 (stereo not drawn)	i	-4	-11	-3	7	19	5	1	-7
CC(C)CCN1CCN(Cc2ccc(C#CC(C)(C)O)s2)CC1CCO (stereo not drawn)	i	-4	-5	0	1	14	1	1	0
Cc1ccc(C)c(S(=O)(=O)N2CCN(C(=O)C3CC3C)CC2)c1 (stereo not drawn)	i	11	-1	-14	-14	14	2	3	-3
O=[N+]([O-])c1ccc(C2=NN(c3ccccc3)C(c3ccco3)C2)cc1 (stereo not drawn)	i	30	-4	-193	-165	-95	1	-102	9
COc1ccc(-c2n[nH]c3c2C(c2ccc(OC)c(OC)c2)N(c2ccccc2)C3=O)cc1 (stereo not drawn)	i	-1	4	5	-2	-6	-4	4	7
O=S(=O)(Nc1ccc2c(c1)OCO2)c1cccs1	i	-28	-9	-4	0	-19	3	1	-7
S=C(NCCc1ccccc1)Nc1ccc(N2CCCCC2)cc1	i	8	-4	-6	2	-83	-1	6	-2
Cc1cccc(NC(=O)C[n+]2ccc(N(C)C)cc2)c1	i	-8	-6	-7	-8	4	-1	1	-5
COc1ccc(CCNC(=O)CNC(=O)Cn2cnc3sc(C)c(C)c3c2=O)cc1OC	i	7	-2	5	-2	-3	1	2	-13
COc1ccccc1N=NC1=C(O)CC(C)(C)CC1=O	i	9	-2	-14	-4	-17	-2	1	-2
O=C(NCC1CCN(C(=O)c2ccc([N+](=O)[O-])cc2)CC1)C(=O)Nc1ccccc1	i	-2	-9	0	0	9	4	-1	3
COCCOC(=O)C1=C(C)NC2=C(C(=O)CCC2)C1c1ccc2c(c1)OCO2 (stereo not drawn)	i	3	-4	-2	10	-1	3	5	-6
O=C(Nc1ccc(F)cc1)N1CCCN(c2ccc(C(F)(F)F)cn2)CC1	i	-8	4	5	-6	-3	-1	3	3
Nc1ccn([C@@H]2O[C@H](C(=O)NCC(F)(F)F)[C@@H](O)[C@H]2O)c(=O)n1	i	10	-1	-12	-9	4	2	1	-10

More entries:
SMILES	Neddyl block	SKN-1 inh	bovine MsrA act	E coli Lon inh	CendR NRP1 mod	PABP1 MLLE inh	Rin1-Abl PPI inh	MT1-MMP act inh	FAS-TE inh
Cc1cc(Br)ccc1N=C1C(=O)Nc2ccccc21	i	-2	-2	-2	4	-7	-1	-8	6
O=C(NCc1ccccc1CN1CCCCC1)c1ccccc1N1CCCC1=O	i	10	0	-7	0	-112	1	-2	-4
Nc1[nH]c(C(=O)c2ccccc2)c(-c2ccc(Br)cc2)c1C(=O)c1ccc(Br)cc1	i	-1	-3	-10	-16	·	·	-3	2
C[S+](CC[C@H](N)C(=O)O)C[C@H]1O[C@@H](n2cnc3c(N)ncnc32)[C@H](O)[C@@H]1O (stereo partly drawn)	i	-2	0	2	4	0	1	-4	5
CCc1nc2c(OCCC3CCCCC3)cccn2c1N(C)C(=O)C(C)C	i	2	-2	-19	8	-2	-3	-7	5
CCCCC(=O)Nc1cccc(NC(=O)C(C)C)c1	i	-7	-2	0	7	-2	-3	-3	-3
CC1CCC2(CC1)SCC(=O)N2c1ccc(F)cc1 (stereo not drawn)	i	-7	-4	-2	-8	36	-2	4	1
COc1ccc(NC(=O)Nc2cccnc2)c(OC)c1	i	8	-2	9	3	13	-3	3	-3
Cc1noc(C)c1C(=O)N1CCc2ccccc21	i	13	-2	2	-5	8	-2	4	-7
Cc1ccc(NC(=O)NN(C)c2c(Cl)c(Cl)nn2C)cc1	i	-1	-4	-1	5	-7	0	-1	0
COc1cc(-c2nnc(SCC(=O)Nc3ccc4c(c3)OCCO4)o2)cc(OC)c1OC	i	-24	2	1	-16	-2	0	0	-1
CCn1c(=NC(=O)CN2C(=O)CCC2=O)sc2c(OC)ccc(OC)c21	i	6	-10	-3	-2	-2	1	1	-8
COC(=O)CNC(c1ccccc1Cl)c1cc(Br)ccc1NS(=O)(=O)c1ccc(C)cc1 (stereo not drawn)	i	7	-3	4	-9	-2	1	-12	45
COc1ccc(CCN2CC(C(=O)NCCN3CCNC3=O)CCC2=O)cc1 (stereo not drawn)	i	2	-3	-6	6	3	0	0	-6
COc1ccc(S(=O)(=O)N2CCOCC2)cc1NC(=O)c1ccc(Cl)cc1	i	-1	-2	-2	-1	5	1	3	-3
CC(C)C(=O)NNS(=O)(=O)c1ccccc1[N+](=O)[O-]	i	-6	-10	15*	9	9	2	1	-9
O=S(=O)(c1cccc2cccnc12)N1CCN(Cc2ccc3c(c2)OCO3)CC1	i	7	0	0	12	-9	-1	1	2
COC(=O)C1Cc2c([nH]c3ccccc23)C(C)N1 (stereo not drawn)	i	13	-5	-12	-18	-27	-1	-4	-10
COc1ccccc1Cc1nnc(NC(=O)C2CCN(C(=O)c3ccco3)CC2)s1	i	-21	-7	-1	13	26	0	2	-3
Cc1ccc(N(C(=O)CCC(=O)Nc2cc(C)on2)C(C(=O)NC2CCCC2)c2cccs2)cc1 (stereo not drawn)	i	29	-1	-3	3	4	1	-4	5
CCCn1c(=N)n(CC(O)COc2ccc(C)cc2)c2ccccc21 (stereo not drawn)	i	-3	0	-12	-1	9	2	3	-3
O=C(c1ccco1)N1N=C(c2ccc(Br)cc2)CC1c1ccco1 (stereo not drawn)	i	7	0	1	-11	11	-3	1	28
COc1ccc(-c2n[nH]c(=S)n2CC(C)C)cc1	i	4	-2	2	-4	-4	0	4	-7
Fc1ccc(C2=Nc3cccc4cccc(c34)N2)cc1	i	7	-7	2	0	-8	3	-6	8
S=C(NC12CC3CC(CC(C3)C1)C2)N1CCOCC1	i	6	-2	14	-11	-84	1	-3	5

Record cards (already shown). Values in the order: Neddyl block	SKN-1 inh	bovine MsrA act	E coli Lon inh	CendR NRP1 mod	PABP1 MLLE inh	Rin1-Abl PPI inh	MT1-MMP act inh	FAS-TE inh
C[S+](CC[C@H](N)C(=O)O)C[C@H]1O[C@@H](n2cnc3c(N)ncnc32)[C@H](O)[C@@H]1O (stereo partly drawn) is listed with i	-2	0	2	4	0	1	-4	5
O=C(c1ccco1)N1N=C(c2ccc(Br)cc2)CC1c1ccco1 (stereo not drawn) is listed with i	7	0	1	-11	11	-3	1	28
COc1ccc(-c2n[nH]c(=S)n2CC(C)C)cc1 is listed with i	4	-2	2	-4	-4	0	4	-7
O=C(NCc1ccccc1CN1CCCCC1)c1ccccc1N1CCCC1=O is listed with i	10	0	-7	0	-112	1	-2	-4
CCn1c(=NC(=O)CN2C(=O)CCC2=O)sc2c(OC)ccc(OC)c21 is listed with i	6	-10	-3	-2	-2	1	1	-8
